U2OS ROS induce: inducers of reactive oxygen species in cancer cells; ROS induction (% of piperlongumine), % at 10 µM; AID 624156; U2OS ROS induction, H2DCF-DA fluorescence; actives 2% (n = 46,000); in the data active = ROS induction above about 79%, passing the limit was not always enough;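 note: 0% = DMSO vehicle median and 100% = reference compound median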
* = called active by the depositor. A portion of the library; count on the stated rates, not on these rows.

Preview, 5 compounds:
SMILES | U2OS ROS induce
CCN1C[C@]2(C)CC[C@H](OC)[C@@]34C1[C@@]1(OCO[C@@]15C[C@H](OC)[C@H]1C[C@]3(O)[C@@H]5[C@H]1OC)[C@@H](OC(C)=O)[C@H]24 | 6
CCOC(=O)C1(c2ccccc2)CCN(C(=O)c2c(C)oc3ccc(OC)cc23)CC1 | 80*
CCOCC(=O)NC1CCSC1=O (configuration not stated) | -15
CN1CCN(CC(=O)Nc2ccc(Br)cc2C(=O)c2ccccc2)CC1 | 2
O=C1NC(=O)C(CCc2ccncc2)(CCc2ccncc2)C(=O)N1c1ccccc1F | -13

The listing (from the top)
SMILES | U2OS ROS induce
CCN1C[C@]2(C)CC[C@H](OC)[C@@]34C1[C@@]1(OCO[C@@]15C[C@H](OC)[C@H]1C[C@]3(O)[C@@H]5[C@H]1OC)[C@@H](OC(C)=O)[C@H]24 | 6
CCOC(=O)C1(c2ccccc2)CCN(C(=O)c2c(C)oc3ccc(OC)cc23)CC1 | 80*
CCOCC(=O)NC1CCSC1=O (configuration not stated) | -15
CN1CCN(CC(=O)Nc2ccc(Br)cc2C(=O)c2ccccc2)CC1 | 2
O=C1NC(=O)C(CCc2ccncc2)(CCc2ccncc2)C(=O)N1c1ccccc1F | -13
COP(=S)(OC)Oc1ccc(SC)c(C)c1 | 0
CC(C)c1cccc(C(C)C)c1O | -9
CO[C@H]1[C@H](O)[C@H](O[C@H]2CC[C@]3(C)C4CC[C@]5(C)[C@H](C6=CC(=O)OC6)CC[C@]5(O)C4CC[C@@H]3C2)O[C@@H](C)[C@@H]1O (some centres not stated) | 2
O=C(Nc1ccc2c(C(F)(F)F)cc(=O)oc2c1)c1cc(Cl)cc(Cl)c1 | 23
CCCN[C@@H]1CCc2c(OC)cccc2[C@@H]1C | 2
O=C(c1ccco1)c1cn(CCCOc2ccccc2)c2ccccc12 | 16
Fc1ccc(Sc2c(F)c(F)nc(N3CCNCC3)c2F)cc1 | -11
CCN1CC=C(c2c[nH]c3ccccc23)CC1 | 19
CCCCSP(=O)(SCCCC)SCCCC | -5
COc1c2c(c(CC=C(C)C)c3oc(=O)c(-c4ccc(O)cc4)c(O)c13)OC(C)(C)C=C2 | 6

Some values from the results shown:
CCCN[C@@H]1CCc2c(OC)cccc2[C@@H]1C – U2OS ROS induce = 2
CN1CCN(CC(=O)Nc2ccc(Br)cc2C(=O)c2ccccc2)CC1 – U2OS ROS induce = 2
CCOCC(=O)NC1CCSC1=O (configuration not stated) – U2OS ROS induce = -15
O=C1NC(=O)C(CCc2ccncc2)(CCc2ccncc2)C(=O)N1c1ccccc1F – U2OS ROS induce = -13

Screening results: PubChem BioAssay, Broad Institute
